Compound activity: PubChem, National Center for Advancing Translational Sciences (NCATS)
FLuc modulator = inhibits or activates purified firefly luciferase, miR-21 counter-screen. P08659. purified FLuc, Km substrates, luminescence inhibition. Potency, µM (doses to about 57.5 µM), for the others: at the top dose activity change, negative = inhibition, actives largely listed as inhibitors. 360,000 tested, 6.9% active; active = well fitted inhibition curve with a large enough effect; inconclusive = small, poorly fitted or top-dose-only effect;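 also: plate controls were vehicle for no effect and reference inhibitor for full effect; nearly all actives have a fitted effect of over 55% in size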
Target sequence (P08659 whole entry, looked up): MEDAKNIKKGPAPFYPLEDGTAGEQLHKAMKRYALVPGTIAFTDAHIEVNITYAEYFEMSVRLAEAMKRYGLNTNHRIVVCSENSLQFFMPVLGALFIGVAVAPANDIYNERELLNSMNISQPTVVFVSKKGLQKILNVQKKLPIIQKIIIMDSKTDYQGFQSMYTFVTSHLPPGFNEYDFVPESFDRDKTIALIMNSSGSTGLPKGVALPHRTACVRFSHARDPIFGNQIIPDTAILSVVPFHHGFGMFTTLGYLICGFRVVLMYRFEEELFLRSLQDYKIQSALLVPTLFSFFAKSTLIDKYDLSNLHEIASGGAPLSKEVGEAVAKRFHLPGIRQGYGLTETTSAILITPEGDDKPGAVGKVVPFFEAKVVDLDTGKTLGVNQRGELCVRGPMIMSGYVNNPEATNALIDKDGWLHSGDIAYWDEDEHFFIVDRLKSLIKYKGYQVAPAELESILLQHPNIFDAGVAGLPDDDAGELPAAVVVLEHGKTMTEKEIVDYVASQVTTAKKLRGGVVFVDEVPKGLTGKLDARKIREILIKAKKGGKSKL
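Biochemical qHTS of compounds, final roughly 60 µM downward over six points, against 10 nM purified firefly luciferase using Km concentrations of substrates (10 uM D-luciferin, 10 uM ATP) in Tris acetate pH 7.5 buffer; luminescence output.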
The depositor's hits bear a star; u = inconclusive. Potency is read from the fitted curve at half-maximal effect.

| Compound | FLuc modulator |
| --- | --- |
| CC(C)Oc1ccc(CNC(=O)c2ccc(CS(=O)c3cccc(Cl)c3)o2)cc1 (stereo unspecified) | -10.7% |
| CCc1ccccc1NC(=O)c1cc(S(=O)(=O)N2CCCC2)cn1C | -1.7% |
| O=C(Nc1ccc(OC(F)(F)F)cc1)c1nc2ccccc2nc1N1CCCCC1 | -5.4% |
| CCS(=O)(=O)c1nc(S(=O)(=O)c2ccc(C)cc2)c(NC)s1 | -5.6% |
| CCOC(=O)c1c(C)oc2c1cc(NS(=O)(=O)c1ccc(C)cc1)c1ccccc12 | u |
| Cc1ccc(NC(=O)c2oc3ccc(S(=O)(=O)N(C)C4CCCCC4)cc3c2C)cc1Cl | 1.7% |
| CSc1ncc(C(=O)N2CCN(c3ccc(Cl)cc3)CC2)c(C)n1 | -2.8% |
| CC(C)CNC(=O)C(=O)Nc1c2c(nn1-c1ccccc1)CS(=O)(=O)C2 | -11.6% |
| COc1c(Cl)cc(C(=O)N(Cc2ccccc2F)C2CCS(=O)(=O)C2)cc1Cl (stereo unspecified) | -0.3% |
| CN(c1nnc(NC(=O)Nc2ccc(Br)cc2)s1)C1CCCCC1 | 6.4% |
| Fc1ccc(Cn2c(-c3cccc(Br)c3)nc3ccccc32)cc1 | -18.6% |
| COc1ccccc1NC(=O)c1cc2c(=O)oc3ccc(C)cc3c2s1 | -0.6% |
| CCC(Sc1nc2nccnc2c(=O)n1Cc1ccc(Cl)cc1)C(=O)NC1CCCCC1 (stereo unspecified) | -0.1% |
| CCOC(=O)c1cnc(NCc2ccc(Cl)cc2)c2ccccc12 | -0.4% |
| Cc1ccc(Cn2c(C)c3cnn(CC(=O)O)c(=O)c3c2C)cc1 | -16.6% |
| COc1ccccc1-c1nnc(SCCOc2ccccc2C)o1 | -18.7% |
| CC(=O)N1CCC2(CC1)OC(=O)C(C)=C2C(=O)NCc1cccc(Cl)c1 | 1.5% |
| Cc1cc(Cl)ccc1NC(=O)CCS(=O)(=O)c1cc2c(cc1C)NC(=O)CO2 | -0.4% |
| CCOC(=O)c1c(NC(=O)c2cc(-c3ccccc3OC)on2)sc(C)c1C | -16.6% |
| COc1ccccc1CNC(=O)c1cc2cc(C)ccc2n1C | 1.3% |
| COCCCNC(=O)C1CCC(Cn2c(=O)c3sccc3n(C)c2=O)CC1 (stereo unspecified) | 0.0% |
| O=C(CSc1nc(=O)n(CCN2CCOCC2)c2c1CCC2)Nc1ccc(F)cc1F | 0.7% |
| Cc1ccc(S(=O)(=O)c2nnn3c2nc(NCc2ccc(F)cc2)c2sccc23)cc1C | -11.4% |
| CN(Cc1ccccc1)S(=O)(=O)c1ccc(F)c(C(=O)Nc2ccccc2C(F)(F)F)c1 | -7.1% |
| CCC(C)NC(=O)c1ccc2c(c1)N(Cc1cccc(Cl)c1)C(=O)c1ccccc1S2=O (stereo unspecified) | -1.4% |
| Cc1cccc(NC(=O)c2ccc(-c3ccccc3)s2)c1 | 2.39µM* |
| COc1ccc(Cl)cc1NC(=O)c1c(NCc2cccs2)sc2c1CCC(C)C2 (stereo unspecified) | -8.5% |
| Cc1ccc(OCCCCn2nnc3sc4c(c3c2=O)CCC(C)C4)cc1 (stereo unspecified) | -8.6% |
| Cc1ccc(CNC(=O)c2ccc(CSCc3ccccc3C)o2)cc1 | u |
| CCOc1ccc(Nc2oc(-c3ccc(COc4ccc(OC)cc4)o3)nc2C#N)cc1 | -6.2% |

Overlap with the part before: 3 compounds; new compounds follow.
| Compound | FLuc modulator |
| --- | --- |
| Cc1ccc(OCCCCn2nnc3sc4c(c3c2=O)CCC(C)C4)cc1 (stereo unspecified) | -8.6% |
| Cc1ccc(CNC(=O)c2ccc(CSCc3ccccc3C)o2)cc1 | u |
| CCOc1ccc(Nc2oc(-c3ccc(COc4ccc(OC)cc4)o3)nc2C#N)cc1 | -6.2% |
| CCCCOC(=O)c1ccc(Nc2ncnc3c2cnn3-c2cccc(C)c2)cc1 | -6.8% |
| Cc1ccc(CNC(=O)C2CCN(c3nn4cc(-c5ccc(F)cc5)nc4s3)CC2)cc1 | -0.5% |
| CCOc1cc(C2C(C(=O)OC)=C(C)NC3=C2C(=O)c2ccccc23)c(Br)cc1OC (stereo unspecified) | -2.1% |
| COc1ccc(NC(=O)CSc2oc(-c3ccco3)nc2S(=O)(=O)c2ccccc2)c(OC)c1 | -1.4% |
| O=C(CN1CCCN(Cc2ccccc2Cl)S1(=O)=O)NCc1ccccc1 | 0.5% |
| COC(=O)c1cc2oc3ccccc3c2n1Cc1nc(-c2ccccc2C)oc1C | -9.0% |
| COC(=O)c1cccnc1-n1c(=O)c2cccnc2n(CC(=O)Nc2ccc(C)cc2C)c1=O | 3.2% |
| Cc1ccc(NC(=O)C2CCCN(S(=O)(=O)c3ccc4[nH]c(=O)ccc4c3)C2)cc1Cl (stereo unspecified) | -0.2% |
| CCOCCCNc1nc2c(S(=O)(=O)c3ccc(CC)cc3)nnn2c2ccc(Cl)cc12 | 4.8% |
| CCCN(C(=O)c1nn(-c2ccc(OC)cc2)c(=O)c2c1c1ccccc1n2C)c1ccc(CC)cc1 | -5.2% |
| CC(=O)Nc1ccc(NC(=O)CC(C)n2ccc(C)n2)cc1 (stereo unspecified) | -0.5% |
| Cc1ccc(OCC(=O)N(Cc2ccc(N(C)C)cc2)CC2CCCO2)cc1C (stereo unspecified) | 4.5% |
| CCOc1cccc2sc(N(Cc3cccnc3)C(C)=O)nc12 | -7.3% |
| Cc1cc(NC(=O)c2ccc(Cl)c(Cl)c2)ccc1-c1cc2ccccc2oc1=O | 0.4% |
| COc1ccc(Cl)cc1C(=O)Nc1sc2c(c1C(=O)OC(C)C)CCCC2 | -2.7% |
| COc1ccc(N2CC(NC(=O)C3CCCCC3)CC2=O)cc1 (stereo unspecified) | 0.5% |
| Cc1cc(O)c(CN2CCN(c3ccc(F)cc3)CC2)c2oc(=O)cc(C)c12 | -5.8% |
| CN(C)S(=O)(=O)c1ccc(C(=O)NCCS(=O)(=O)N2CCN(c3ccccc3)CC2)cc1 | -1.6% |
| COc1ccc(CNC(=O)CCc2c(C)c3cc4c(C)c(C)oc4cc3oc2=O)cc1OC | -7.1% |
| CCc1ccccc1NC(=O)CN1C(=O)CCSc2ccc(S(=O)(=O)N3CCCC3)cc21 | -5.4% |
| CC(=O)c1ccc(NC(=O)CSc2nnc(NC(=O)Nc3ccccc3)s2)cc1 | 0.477µM* |
| COc1ccc(NC(=O)CCS(=O)(=O)c2ccc3nc(C)sc3c2)cc1Cl | 2.4% |
| O=C(Nc1sc2c(c1C(=O)Nc1ccc(Cl)cc1)CCCC2)c1cccs1 | -8.2% |
| COc1ccc(-c2cc(C(=O)Nc3cc(C)ccc3O)no2)cc1OC | 1.4% |
| Cc1ccccc1C(=O)NC1(C(F)(F)F)C(=O)Nc2c1c(=O)[nH]c(=O)n2-c1ccc(F)cc1 (stereo unspecified) | 1.7% |
| COc1cc(NC(=O)N(Cc2ccco2)C2CCN(C(C)=O)CC2)cc(OC)c1OC | 3.6% |
| COc1ccc(-c2noc(-c3ccc(C)cc3Cl)n2)cc1OC | u |
| CCCS(=O)(=O)c1c(S(=O)(=O)CCC)c2cc(CC)ccn2c1C(=O)c1ccc(Cl)cc1 | -4.1% |
| CC(C)OCCCNC(=O)CCCn1c(SCC(N)=O)nc2c(sc3ccccc32)c1=O | -0.7% |
| CN(CC(=O)NCc1ccc(Cl)cc1)S(=O)(=O)c1ccc2[nH]c3c(c2c1)CCCC3 | 1.9% |

4 records drawn at random from those above:
| Compound | FLuc modulator |
| --- | --- |
| COc1ccc(Cl)cc1C(=O)Nc1sc2c(c1C(=O)OC(C)C)CCCC2 | -2.7% |
| O=C(Nc1sc2c(c1C(=O)Nc1ccc(Cl)cc1)CCCC2)c1cccs1 | -8.2% |
| Cc1cc(O)c(CN2CCN(c3ccc(F)cc3)CC2)c2oc(=O)cc(C)c12 | -5.8% |
| Cc1cc(NC(=O)c2ccc(Cl)c(Cl)c2)ccc1-c1cc2ccccc2oc1=O | 0.4% |

Molecules from the list above with a CF3 group, in the order listed:
| Compound | FLuc modulator |
| --- | --- |
| O=C(Nc1ccc(OC(F)(F)F)cc1)c1nc2ccccc2nc1N1CCCCC1 | -5.4% |
| CN(Cc1ccccc1)S(=O)(=O)c1ccc(F)c(C(=O)Nc2ccccc2C(F)(F)F)c1 | -7.1% |
| Cc1ccccc1C(=O)NC1(C(F)(F)F)C(=O)Nc2c1c(=O)[nH]c(=O)n2-c1ccc(F)cc1 (stereo unspecified) | 1.7% |

Remaining list, next part:
| Compound | FLuc modulator |
| --- | --- |
| CCOC(=O)C1=C(CN2CCN(c3ccccc3F)CC2)NC(=O)NC1c1ccc(OC)cc1 (stereo unspecified) | -11.5% |
| CCOC(=O)c1c(NC(=O)COc2ccc(C)cc2C(C)(C)C)sc2c1CCC(C)C2 (stereo unspecified) | -0.2% |
| COc1ccc(C)cc1NC(=O)C(=O)NCC(c1cccnc1)N1CCc2ccccc21 (stereo unspecified) | -17.7% |
| Brc1ccc(-c2csc(-c3nc(-c4ccc(Br)s4)cs3)n2)cc1 | 0.9% |
| CCc1ccccc1NC(=O)Cn1c(C(=O)OC)cc2oc(C)cc21 | 3.7% |
| Cc1cccc(C(=O)Nc2ccc(N3CCN(c4ccc(F)cc4)CC3)c(C(=O)O)c2)c1 | 0.9% |
| CCOC(=O)c1c(NC(=O)c2ccc(S(=O)(=O)N(C)C)cc2)sc2c1CCN(C)C2 | -0.3% |
| CCN(c1cccc(C)c1)S(=O)(=O)c1nnc(NC(=O)c2cccs2)s1 | -13.8% |
| COc1ccc(NC(=O)Cn2ccn(Cc3ccccc3)c(=O)c2=O)cc1Cl | -6.2% |
| Cc1ccc(-n2ncc(C(=O)NCCN3CCN(C)CC3)c2C2CCN(C(=O)OC(C)(C)C)CC2)cc1 | -5.6% |
| Cn1cnc(S(=O)(=O)N2CCC(C(=O)NCc3ccc(Cl)cc3)CC2)c1 | -5.4% |
| COc1cccc(CNC(=O)CN2N=C(c3ccc(C)cc3)CCC2=O)c1 | u |
| CCN(C(=O)C(NS(=O)(=O)c1ccc(Br)s1)c1ccccc1)c1ccc(C)c(C)c1 (stereo unspecified) | -9.8% |
| O=C(Nc1ccccc1)C1CCN(S(=O)(=O)c2ccc3c(c2)CCCN3C(=O)C2CCC2)CC1 | -8.8% |
| Cc1c(Cl)cccc1NC(=O)Cn1cc2c(n1)CCCC2 | -1.4% |
| O=C(NCCc1ccccc1)c1cc(Sc2ccc(F)cc2F)nc2ccccc12 | 4.9% |
| Cc1ccc(CSc2nc3cccnc3n2Cc2nc(-c3ccccc3F)oc2C)cc1 | 5.36µM* |
| Cc1c(C(=O)Nc2ccc(F)c(F)c2)oc2ccc(S(=O)(=O)N3CCC4(CC3)OCCO4)cc12 | -0.4% |
| COc1ccccc1N1CCN(c2nc3c(S(=O)(=O)c4ccccc4)nnn3c3ccc(Cl)cc23)CC1 | -0.6% |
| COc1ccc(-c2cn3c(n2)sc2cc(C(=O)NC4CCCCCC4)ccc23)cc1 | 0.8% |
| Cc1ccc(-c2cn3c(n2)sc2cc(C(=O)NCCC4=CCCCC4)ccc23)c(C)c1 | -5.3% |
| CCc1cccc(C)c1NC(=O)Cn1nc(C)c2nn(-c3ccc(Cl)cc3)c(C)c2c1=O | 5.1% |
| CCOc1ccccc1C(=O)Nc1ccc(S(=O)(=O)N(Cc2ccccc2)c2ccccc2)cc1 | -0.7% |
| O=C(c1cccn1-c1nnc(N2CCCC2)s1)N1CCN(c2ccccc2)CC1 | -0.8% |
| CCc1ccc(NC(=O)C2CCN(c3nn4cc(-c5ccc(OC)cc5)nc4s3)CC2)cc1 | -2.6% |
| COCCCNC(=O)c1oc2c(c1C)-c1nn(Cc3cccc(Cl)c3)cc1CC2 | -16.7% |
| COC(=O)c1cccc(CN2C(=O)SC(Nc3ccc(Br)cc3)C2=O)c1 (stereo unspecified) | -8.4% |
| COCCNC(=O)C1CCN(C(=O)c2cc3sccc3n2Cc2ccc(Cl)cc2)CC1 | -8.8% |
| Cc1ccc(-c2nn(-c3ccc(F)cc3F)c3c2cnc2ccc(F)cc23)cc1 | 2.5% |
| CCCCCN1C(C(=O)c2ccccc2)=C(NC(=O)c2ccc(C)cc2)c2ccccc2S1(=O)=O | -0.1% |

Carrying on:
| Compound | FLuc modulator |
| --- | --- |
| CCc1ccc2ncc3c(-c4ccc(C)cc4)nn(CC(=O)Nc4ccc(C)cc4)c3c2c1 | 0.3% |
| CCOC(=O)c1c(C)oc2ncnc(NCCc3ccccc3)c12 | -2.0% |
| O=c1oc2c(CN3CCCC3)c(O)ccc2cc1-c1ccccc1 | u |
| O=S(=O)(Nc1ccc(O)c(Sc2nc3ccccc3s2)c1)c1cc(Cl)ccc1Cl | u |
| CCc1ccc(S(=O)(=O)Nc2cccc(-c3ccc(N4CCCCC4)nn3)c2)s1 | 2.69µM* |
| CCOc1ccc(NC(=O)CSc2nc(=O)[nH]c3c2CCC3)cc1 | -9.1% |
| COc1ccc(CNC(=O)C(=O)NCC(c2cccs2)S(=O)(=O)c2ccc(F)cc2)cc1 (stereo unspecified) | -1.1% |
| COc1cccc(N2CC(NC(=O)c3cccc(OC)c3OC)CC2=O)c1 (stereo unspecified) | -4.1% |
| O=C(CCCCCn1c(=O)[nH]c2ccccc2c1=O)N1CCN(c2cccc(C(F)(F)F)c2)CC1 | -0.2% |
| CCOC(=O)c1cc(-c2ccc(OC)cc2)n(CCC(=O)Nc2nc3ccc(OCC)cc3s2)c1C | 5.1% |
| COCCNC(=O)c1ccc2c(c1)ncn2-c1cc(C)ccc1OC | -1.5% |
| COc1cccc(N2CCN(c3ncnc4onc(-c5ccc(Cl)cc5)c34)CC2)c1 | -2.4% |
| CC(C)NC(=O)c1ccc(-n2c(-c3ccccc3)cc3c2CCCCC3)cc1 | -2.8% |

An excerpt; count on the stated rates, not on these rows.
